Growth percent in the NCI-60 one-dose screen (48 h, 10 µM unless noted): 100 = growth as untreated, 0 = no growth, -100 = all killed.
M14: M14 melanoma | 6.2% of 80,000 active
HOP-62: HOP-62 NSCLC; 3.9% of 80,000 active; AID 1794735
SK-MEL-2: SK-MEL-2 melanoma. 4.7% of 77,000 active
A549/ATCC: A549/ATCC NSCLC | 3.7% of 81,000 active
SK-MEL-28: SK-MEL-28 melanoma; 4.1% of 81,000 active; AID 1794761
SK-MEL-5: SK-MEL-5 melanoma | 6.4% of 80,000 active
HOP-92: HOP-92 NSCLC cells | 6.3% of 71,000 active | AID 1794738
EKVX: EKVX NSCLC; 3% of 71,000 active; AID 1794765
Active calls of the source: *; · = not tested or not shown; & = joins results of further samples; ! = not confirmed by another sample; [ ] = remark or other dose. The calls were made as follows: active = growth percent below 10; inactive = the rest.

SMILES | M14 | HOP-62 | SK-MEL-2 | A549/ATCC | SK-MEL-28 | SK-MEL-5 | HOP-92 | EKVX
CC1(C)OC2OC(Cn3cc(COc4ccc5ccc(=O)oc5c4)nn3)C3OC(C)(C)OC3C2O1 (stereo unspecified) | 105.7 | 100.1 | 103.2 | 113.3 | 115.1 | 97.2 | 99.7 | 108.1
CN(C)S(=O)(=O)n1cnc(C(CCO)c2ncn(S(=O)(=O)N(C)C)c2CCCO)c1 (stereo unspecified) | 101.6 | 89.8 | 128.0 | 102.6 | 114.0 | 112.6 | 103.5 | 101.7
CC1(C)CCC(=O)OC1=O | 106.6 | 103.7 | 105.6 | 100.8 | 112.8 | 112.6 | · | 97.4
N#Cc1ccccc1-c1ccc(CN2CCN(c3nsc4ccccc34)CC2)cc1 | 94.5 | 126.6 | 116.1 | 93.5 | 101.6 | 90.6 | · | 94.6
Clc1ccc2c(N3CCCC3)ccnc2c1 | 89.7 | 93.7 | 85.1 | 95.2 | 108.7 | 91.0 | 87.1 | ·
CC(C)=NOCCC#N | 98.5 | 104.2 | 112.8 | 106.8 | 109.8 | 106.8 | 91.2 | ·
Cc1cc(O)c(C(C)C)cc1S(=O)(=O)O (tested in a mixture with another compound) | -39.1*! | 105.5&33.1&77.5 | 112.2&54.0&99.6 | 8.7*! | 106.6&40.6&110.0 | -34.0*! | 6.6*! | 29.5&93.2
O=C(CSc1nc2ccccc2c(=O)n1CCc1ccccc1)Nc1ccc(Cl)cc1C(=O)O | 103.6 | 100.7 | 102.1 | 102.9 | 104.3 | 104.1 | · | 80.2
O=S(=O)(NCCCNc1nccc(-c2[nH]c(-c3ccccc3)nc2-c2ccc(Cl)c(O)c2)n1)c1cccc2ccccc12 | · | 30.9 | -4.8* | 26.5 | 29.8 | 13.1 | 51.4 | 46.2
CCOC(=O)N1CCN(CCOc2c(C3CCCCC3)cc(Cl)cc2[N+](=O)[O-])CC1 | 89.4 | 78.3 | 88.7 | 65.2 | 101.5 | 61.2 | 68.6 | 90.9
C=C(C)/C=N/O | 112.6 | 103.2 | · | 94.9 | 103.8 | 101.8 | · | ·
C1=C(Cc2ccccc2)n2cnc3ncnc(c32)S1 | 13.2 | 39.9 | 75.0 | 87.3 | 102.6 | 86.1 | 56.6 | ·
CCNc1ccc2c(c1)C(=O)c1ccccc1-2 | 96.2 | 94.2 | 104.2 | 102.1 | 113.2 | 99.3 | 107.8 | 91.7
Cc1cn(-c2cc(NC(=O)c3cncc(C#Cc4c(N)ncc5ccc(F)cc45)c3)cc(C(F)(F)F)c2)cn1 | 26.6 | 67.3 | 11.4 | 61.3 | 42.4 | 27.4 | -9.0* | 73.4
O=C(O)c1cccc(Cl)n1 | 100.8 | 99.9 | 99.1 | 98.6 | 104.5 | 100.0 | 100.1 | 91.8
Cc1cc(=O)oc2c1ccc1oc(=O)cc(C)c12 | 102.3 | 69.7 | 83.3 | 86.2 | 117.2 | 104.7 | 107.8 | 96.8
Cc1cc(=O)n(Cc2ccco2)c(=S)[nH]1 | 101.1 | 103.0 | 104.5 | 102.4 | 114.3 | 100.4 | · | ·
NS(=O)(=O)c1ccc(-n2ncc3c(N/N=C/c4ccccc4)ncnc32)cc1 | 116.4 | 103.6 | 70.5 | 52.0 | 95.3 | 86.7 | 87.6 | 108.2
O=C(OCc1ccccc1)c1ccccc1Cl | 97.8 | 111.0 | 105.1 | 109.8 | 108.9 | 100.7 | 101.9 | 102.7
COc1ccc(Cl)cc1/C=C/C=N/NS(=O)(=O)c1ccc(C)cc1 | 99.4 | · | 113.9 | 98.9 | 93.8 | · | 82.0 | 94.4
NS(=O)(=O)c1ccc(CN=C2NC(=O)/C(=C/c3ccc(Br)cc3)S2)cc1 | 93.8 | 101.8 | 93.5 | 84.0 | 98.7 | 63.7 | 59.7 | 87.3
CCCCC[C@@H](O)c1ccccc1[C@@H]1O[C@@H](CCC(=O)OC)[C@H](O)[C@H]1O | 103.1 | 103.1 | 120.7 | 98.2 | 109.4 | 102.3 | 88.7 | 103.0
COc1ccc(/C=C/C(=O)c2nnn(-c3ccc(C(=O)O)cc3)c2C)cc1 | 92.4 | 101.5 | 90.4 | 100.9 | 103.8 | 101.2 | 94.7 | 96.2
CCOC(=O)c1c(Cl)c(Cl)c(Cl)c(Cl)c1C(=O)OCC | 103.7 | 103.8 | 103.1 | 100.7 | 108.7 | 97.0 | 129.8 | 98.3
O=C1CC(c2ccccc2)(c2ccccc2)c2ccccc21 | 99.6 | 101.3 | 89.8 | 90.7 | 115.0 | 96.7 | 70.7 | 85.7
O=[N+]([O-])c1ccc(N=Nc2c(O)c(N=Nc3cc([N+](=O)[O-])cc([N+](=O)[O-])c3O)cc(N=Nc3cc(S(=O)(=O)O)cc4cc(S(=O)(=O)O)cc(O)c34)c2O)cc1 | 92.4 | 98.6 | 100.1 | 101.6 | 99.0 | 107.7 | 100.7 | 101.9
CCOC(=O)c1c2c(n3ccc(NC(=O)CCN4CCCCC4)cc13)C(=O)c1ncccc1C2=O | -77.9* | -74.5* | 52.1 | -70.1* | -64.7* | -83.6* | 78.5 | 67.9
COc1cc(NC(=O)[C@@H]2[C@H]3C=C[C@]4(CN(CCc5c[nH]c6ccccc56)C(=O)[C@@H]24)O3)cc(OC)c1 | 77.3[50 µM] | 83.6[50 µM] | 97.6[50 µM] | 87.2[50 µM] | 94.7[50 µM] | 90.6[50 µM] | 91.0[50 µM] | 84.3[50 µM]
COc1cc(NCCC(C)=O)c([N+](=O)[O-])cc1OC | 102.2 | 122.2 | · | 91.0 | 121.1 | 115.1 | 102.7 | 121.8
CN(c1ccccn1)c1ncnc2[nH]ncc12 | 103.4 | 87.4 | 93.8 | 86.6 | 106.0 | 118.0 | 75.4 | 102.7
COc1ccc(CN2CC3CC3(COc3ccc(F)c(F)c3)C2)cc1F (stereo unspecified) | 100.5 | 89.3 | 113.1 | 102.0 | 103.2 | 97.3 | · | 94.2
CC(O)C1CCC2C3CCC4CC(O)CCC4(C)C3C(=O)CC12C (stereo unspecified) | 109.8 | 113.3 | · | 93.0 | 116.3 | 104.0 | 95.0 | 100.8
C[C@H]1C[C@@H]2[C@H]([C@@H](O)C[C@@]3(C)[C@H]2CC[C@]3(O)C(=O)COC(=O)CCC(=O)O)[C@@]2(C)C=CC(=O)C=C12 | 96.5 | 101.0 | 102.0 | 69.8 | 109.4 | 98.0 | 82.1 | ·
O=C(O)c1cc2ccccc2cn1 | 95.3 | 87.0 | 87.1 | · | 105.7 | 102.0 | 76.0 | 103.0
O=C1C=CC(=O)N1c1ccc(I)cc1Cl | 95.1 | 90.7 | 114.0 | 46.0 | 106.8 | 102.0 | · | ·
Clc1ccc(Nc2nc(Nc3ccccc3)nc(Nc3ccc(-c4cc(-c5ccccc5)on4)cc3)n2)cc1 | 81.5 | 87.7 | 86.1 | 67.2 | 90.6 | 82.9 | · | 74.8
CC(=O)N(CCN(C)C)Cc1ccccc1 | 104.7 | 105.6 | 123.3 | 96.4 | 106.1 | 102.6 | 97.6 | ·
CC1=CN2C(c3cccc([N+](=O)[O-])c3)=NON(c3ccc(C)cn3)C2C=C1 (stereo unspecified) | 88.6&97.5 | 92.9&83.7 | 110.8 | 83.7&105.7 | 104.0&109.1 | 69.4&97.7 | 84.3&81.2 | 95.9
O=C(O)C(Cc1cc(I)c(O)c(I)c1)c1ccccc1 (stereo unspecified) | 109.0&99.4 | 103.2&85.8 | 112.2&103.7 | 96.9&94.7 | 106.5&110.2 | 101.8&100.1 | 88.2&86.5 | 103.9&97.2
CN(C)c1cccc2c(S(=O)(=O)Nc3cccc(-c4csc(NC(=O)CCCCCN5CCN(c6cc7c(cc6F)C(=O)N(C6CCC(=O)NC6=O)C7=O)CC5)n4)c3)cccc12 (stereo unspecified) | 97.3 | 88.5 | 108.4 | 90.3 | 103.6 | 60.2 | 56.6 | 80.8
O=C1CCC(N2Cc3c(CNC(=O)c4ccc(F)cc4)cccc3C2=O)C(=O)N1 (stereo unspecified) | 100.3 | 98.7 | 109.6 | 85.5 | 109.4 | 97.6 | 76.5 | 84.3
O=C(CSc1nnc(CSc2ccc(Cl)cc2)n1-c1ccccc1)NC(=O)Nc1ccccc1 | 107.4 | 90.3 | 114.1 | 76.2 | 100.6 | 95.4 | 93.2 | 95.1
O=S=Nc1ccc([N+](=O)[O-])cc1 | 94.0 | 89.6 | 98.4 | 78.8 | 106.7 | 100.8 | 106.9 | 96.9
O=C1c2cccc3cccc(c23)C(=O)N1CC1CO1 (stereo unspecified) | 102.1 | 98.7 | · | 99.5 | 105.7 | 94.1 | 78.3 | 103.6
O=C(Nc1ccc(Cl)cc1)Nc1ccc(Oc2nncc3ccccc23)cc1 | 7.3* | 12.9 | 12.4 | 40.0 | -31.6* | -43.3* | · | 26.7

Reprinted from the listing for reference:
SMILES | M14 | HOP-62 | SK-MEL-2 | A549/ATCC | SK-MEL-28 | SK-MEL-5 | HOP-92 | EKVX
CC1=CN2C(c3cccc([N+](=O)[O-])c3)=NON(c3ccc(C)cn3)C2C=C1 (stereo unspecified) | 88.6&97.5 | 92.9&83.7 | 110.8 | 83.7&105.7 | 104.0&109.1 | 69.4&97.7 | 84.3&81.2 | 95.9
O=C(O)C(Cc1cc(I)c(O)c(I)c1)c1ccccc1 (stereo unspecified) | 109.0&99.4 | 103.2&85.8 | 112.2&103.7 | 96.9&94.7 | 106.5&110.2 | 101.8&100.1 | 88.2&86.5 | 103.9&97.2
CN(C)c1cccc2c(S(=O)(=O)Nc3cccc(-c4csc(NC(=O)CCCCCN5CCN(c6cc7c(cc6F)C(=O)N(C6CCC(=O)NC6=O)C7=O)CC5)n4)c3)cccc12 (stereo unspecified) | 97.3 | 88.5 | 108.4 | 90.3 | 103.6 | 60.2 | 56.6 | 80.8
O=C1CCC(N2Cc3c(CNC(=O)c4ccc(F)cc4)cccc3C2=O)C(=O)N1 (stereo unspecified) | 100.3 | 98.7 | 109.6 | 85.5 | 109.4 | 97.6 | 76.5 | 84.3
O=C(CSc1nnc(CSc2ccc(Cl)cc2)n1-c1ccccc1)NC(=O)Nc1ccccc1 | 107.4 | 90.3 | 114.1 | 76.2 | 100.6 | 95.4 | 93.2 | 95.1
O=S=Nc1ccc([N+](=O)[O-])cc1 | 94.0 | 89.6 | 98.4 | 78.8 | 106.7 | 100.8 | 106.9 | 96.9
O=C1c2cccc3cccc(c23)C(=O)N1CC1CO1 (stereo unspecified) | 102.1 | 98.7 | · | 99.5 | 105.7 | 94.1 | 78.3 | 103.6
O=C(Nc1ccc(Cl)cc1)Nc1ccc(Oc2nncc3ccccc23)cc1 | 7.3* | 12.9 | 12.4 | 40.0 | -31.6* | -43.3* | · | 26.7

Further entries:
SMILES | M14 | HOP-62 | SK-MEL-2 | A549/ATCC | SK-MEL-28 | SK-MEL-5 | HOP-92 | EKVX
O=C(/C=C/c1cn(-c2ccccc2)nc1-c1ccccc1)NNC(=O)c1ccc(Cl)cc1Cl | 81.5 | 91.8 | 91.9 | 78.5 | 93.3 | 86.7 | 81.3 | 94.1
c1ccc(-c2ccc(-c3nc4sccn4c3NCCN3CCOCC3)cc2)cc1 | 82.6 | 71.0 | 88.6 | 69.6 | 99.2 | 101.7 | 84.5 | 96.9
COc1cccc(/C=C2\S/C(=N\N=C(c3ccccc3)c3ccccc3)NC2=O)c1 | 89.3 | 86.7 | 81.8 | 78.1 | 99.0 | 92.8 | 72.8 | 88.6
Cn1c2ccc(Br)cc2c2c3c(c4c5ccccc5[nH]c4c21)C(=O)N(O)C3=O | -78.2* | -67.8* | -74.4* | -13.8* | -79.3* | -97.8* | -77.3* | ·
O=C1CC(c2nc3ccccc3o2)CN1C1CCCCC1 (stereo unspecified) | 105.5 | 99.3 | · | 100.3 | 108.4 | 99.7 | 96.5 | ·
O=C(OCCOC(=O)c1ccccc1)c1ccccc1 | 120.5&111.6 | 104.6&106.7 | 111.6 | 105.7&42.6 | 123.8&104.9 | 105.7&116.6 | 112.6 | 112.4&61.5
CCCCCCCCCC(=O)Oc1ccc(/C(=C(/C)Cc2cccc(OC)c2)c2ccc(OCCN3CCCCC3)cc2)cc1 | 98.7 | 94.6 | 112.8 | 96.0 | 109.9 | 99.9 | 76.8 | 102.9
COc1ccc2[nH]cc(-c3csc4nc(-c5ccccc5)cn34)c2c1 | 11.6 | 24.5 | -5.6* | 29.9 | 73.8 | 47.2 | · | 35.8
CCOC(=O)c1cnn2c3ccccc3n(S(=O)(=O)c3ccc(OC)cc3)c12 | 25.3 | 35.0 | 66.7 | 28.5 | 57.9 | -15.0* | 59.9 | 38.4
COc1ccc2[nH]cc(-c3nc(-c4cn(C)c5ccncc45)cs3)c2c1 | -88.7* | 95.4 | 93.0 | 6.0* | 91.4 | 50.2 | 98.2 | -14.1*
Nc1nc(-c2ccccc2)c(N=Nc2cccc([N+](=O)[O-])c2)s1 | 90.9 | 70.1 | 98.6 | 56.5 | 79.7 | 96.7 | 55.1 | 83.7
COc1nc2c(c(=O)n1C)CN(Cc1ccccc1)C(C)=N2 | 101.3 | 106.9 | 108.4 | 130.9 | 106.9 | 105.5 | 87.3 | 118.2
CCC(CS(=O)(=O)O)[N+](=O)[O-] (stereo unspecified) | 104.6 | 99.6 | 119.0 | 104.9 | 101.4 | 97.1 | 90.1 | ·
Nc1nc2c(c(=O)[nH]1)C(c1ccc(F)cc1)C=C(C(=O)O)N2 (stereo unspecified) | 100.3 | 110.1 | 128.5 | 111.9 | 103.0 | 95.9 | · | ·
O=C1N/C(=N/N=C(c2ccccc2)c2ccccc2)S/C1=C\c1ccccc1O | 93.9 | 84.2 | 93.7 | 80.5 | 108.1 | 95.6 | 81.1 | 89.9
Cc1ccc(NC(=O)Nc2sc(=S)c3c(c2C#N)CCCC3)c(C)c1 | 89.3 | 98.6 | · | 98.1 | 99.9 | 99.9 | 96.9 | ·
COc1ccc(C2CC(C)=NN2C(N)=S)cc1 (stereo unspecified) | 102.6 | 121.3 | 119.3 | 98.6 | 114.0 | 96.5 | 120.7 | 79.3
CCCn1c(O)c(N=Nc2ccc(S(N)(=O)=O)cc2)c2cc(Br)ccc21 | 107.7 | 87.0 | 105.9 | 81.1 | 105.3 | 92.1 | 102.8 | 89.0

Rows are unselected, and some 11% of all compounds hit somewhere here.
